Bioassay records from PubChem.
hcDAF12 agonist – H. contortus DAF-12 activation, primary screen. HEK293 hcDAF-12 lit1-tk-luc reporter, luminescence; 0% DMSO, 100% Δ7-dafachronic acid. activation, % at 6.8 µM. 1.4% of 370,000 active;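 active = activation above the mean of all tested compounds plus 3 SD, cut at about 5.5% in these data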;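 note: 100% = response to 3 µM Δ7-dafachronic acid high control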
NPR1 activator – GC-A (human) enzyme activation. P16066. HEK293 GC-A cells, cGMP TR-FRET, EC30 ANP; 0% at EC30 ANP, 100% saturating ANP. activation, % at 10 µM. 0.14% of 370,000 active. AID 1671463; in the data active = activation above about 40%
ssDAF12 agonist – activates DAF-12 receptor from parasite S. stercoralis. HEK293 ssDAF-12/GRIP1 lit1-tk-luc reporter, luminescence; % of 3 µM dafachronic acid response. activation, % at 6.8 µM. 1% of 370,000 active;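 active = activation above the mean over all tested compounds plus 3 SD, cut at about 0.9% in these data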;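 note: 0% = DMSO-only wells and 100% = 3 µM delta7-dafachronic acid wells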
hgDAF12 agonist – agonists of H. glycines DAF-12 nuclear receptor; HEK293 GAL4-hgDAF12 UAS-luciferase reporter, agonist luminescence; normalized to butyrate control; activation, % at 6.8 µM; 1.8% of 370,000 active; AID 687014;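 active = activation above a cutoff set at the mean of all screened compounds plus 3 SD, cut at about 10% in these data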;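 note: 0% = DMSO wells and 100% = sodium butyrate wells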
DAX1 inh-1 – DAX1 (NR0B1) inhibition, primary screen; HEK293T StAR-luciferase reporter, SF-1/DAX-1 repression relief; inhibition, % at 6.8 µM; 1.1% of 370,000 active; AID 652010;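 active = inhibition above the mean over all tested compounds plus 3 SD, cut at about 3.6% in these data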;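 note: 0% = DAX-1 cells with DMSO and 100% = cells lacking DAX-1 with DMSO; higher inhibition means more luminescence from relief of DAX-1 repression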
ADAM10 inh – ADAM10 inhibition, QFRET primary screen; recombinant ADAM10, EDANS/DABCYL FRET peptide cleavage, 3 h; AID 720582; O14672; inhibition, % at 7 µM; 0.62% of 370,000 active;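 active = inhibition above a per-campaign cutoff equal to the mean of compounds falling between control-based bounds plus 3 SD, cut at about 20% in these data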;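 note: 0% = DMSO wells while the 100% control is not disclosed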
DAX1 inh-2 – inhibitors of human orphan nuclear receptor DAX1 (NR0B1); 0.99% of 340,000 active; AID 504766; inhibition, % at 6.75 µM; HEK293 Gal4-DAX1 luciferase reporter, luminescence;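 active = inhibition above the mean over all tested compounds plus 3 SD, cut at about 4.2% in these data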;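 note: 0% = DAX1-transfected cells with DMSO and 100% = empty-vector control cells with DMSO; inhibition shows as a rise in luminescence from relieved DAX1 repression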
Target sequence (P51843 207-470 limits assumed): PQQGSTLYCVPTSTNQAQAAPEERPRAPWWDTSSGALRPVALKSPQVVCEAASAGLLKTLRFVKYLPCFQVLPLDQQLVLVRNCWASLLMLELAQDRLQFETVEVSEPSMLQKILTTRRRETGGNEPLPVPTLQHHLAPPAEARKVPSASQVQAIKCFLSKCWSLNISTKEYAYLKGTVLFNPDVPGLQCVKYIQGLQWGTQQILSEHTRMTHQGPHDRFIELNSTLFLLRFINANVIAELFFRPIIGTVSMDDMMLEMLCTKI
NPR2 activator – GC-B (human) receptor activation; P20594; HEK293-GC-B cells, CNP EC30, cGMP TR-FRET; 0% at EC30 CNP, 100% saturating CNP; activation, % at 10 µM; 0.11% of 370,000 active; AID 1920062;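 active = activation at 10 µM reaching about 35% in either raw or pattern-adjusted values, limit read from the data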
HGIII-sPLA2 inh – Blocks human group III sPLA2 activity; Q9NZ20; QFRET BODIPY PC-A2 liposome hydrolysis, fluorescence; inhibition, % at 12.2 µM; 0.56% of 370,000 active;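 active = inhibition above mean plus 3 SD of compounds lying within the high and low control bounds, cut at about 19% in these data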;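 note: 0% = median of test compound wells and 100% = no enzyme DMSO wells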
Target sequence (Q9NZ20 whole entry, looked up): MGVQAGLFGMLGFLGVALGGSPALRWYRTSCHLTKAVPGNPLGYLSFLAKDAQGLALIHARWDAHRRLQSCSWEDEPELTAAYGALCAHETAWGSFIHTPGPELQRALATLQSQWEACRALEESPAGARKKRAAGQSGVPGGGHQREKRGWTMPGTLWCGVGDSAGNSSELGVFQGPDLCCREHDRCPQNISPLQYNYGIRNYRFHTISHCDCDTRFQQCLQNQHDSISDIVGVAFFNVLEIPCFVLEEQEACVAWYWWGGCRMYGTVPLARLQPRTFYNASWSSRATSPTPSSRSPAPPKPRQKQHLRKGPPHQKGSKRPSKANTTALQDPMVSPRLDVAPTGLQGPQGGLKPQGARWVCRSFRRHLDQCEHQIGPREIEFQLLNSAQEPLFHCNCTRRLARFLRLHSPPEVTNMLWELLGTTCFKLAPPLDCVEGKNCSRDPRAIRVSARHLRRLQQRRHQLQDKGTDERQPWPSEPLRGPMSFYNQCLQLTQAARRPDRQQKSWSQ
SMARCA2 activ – activators of SMARCA2 function; 1% of 370,000 active; activation, % at 9.1 µM; AID 652017; MG213 cells, MMTV-luciferase reporter, dexamethasone, overnight; in the data active = activation above about 7.8%;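 note: 0% = vehicle wells and 100% = reference activator wells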
FXN GAA850 act – activators of GAA850 frataxin (FXN) promoter | activation, % at 6 µM | 0.56% of 360,000 active | AID 540364 | HEK293 lucGAA850 FXN promoter luciferase reporter, 24 h; percent of 10 µM SAHA response;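 active = activation above the average of all compounds screened plus 3 SD, cutoff fixed separately per campaign, cut at about 7.5% in these data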;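 note: 0% = DMSO wells and 100% = 10 µM SAHA wells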
* hit, by the source's call; . = no result given; & = joins results of further samples; ! = not confirmed by another sample. Rows were taken by chance; any-hit rate near 6.6%.

SMILES	hcDAF12 agonist	NPR1 activator	ssDAF12 agonist	hgDAF12 agonist	DAX1 inh-1	ADAM10 inh	DAX1 inh-2	NPR2 activator	HGIII-sPLA2 inh	SMARCA2 activ	FXN GAA850 act
CCCCN1C(=O)C(=O)N(CC(=O)Nc2cc(Cl)ccc2OC)C1=O	1.5	-3	-0.9	-1.2	-0.9	-4	1.9	2	5	0	1.6
CCOc1ccc(NC(=O)C2CC(=O)N(CCc3ccc(OC)c(OC)c3)C2)cc1OCC (centres undefined)	-1.7	1	-1.1	-1.5	-1.0	-3	1.0	3	-3	0	-0.5
Cc1cccc([N+](=O)[O-])c1NC(=O)COC(=O)C1CC2CCCC(C1)C2=O (centres undefined)	0.5	-2	-0.5	1.0	2.5	-11	0.7	3	10	-1	-0.1
CC1(C)C(Cl)C(=O)C(C(=O)c2ccccc2)C(=O)C1Cl (centres undefined)	-1.3	5	-0.1	4.7	-0.6	9	1.4	4	4	-2	1.7
CN(C)c1ccc(Cl)c(NC(N)=S)c1	2.4	-1	0.5	1.9	-0.5	-13	3.0	-5	10	8.2*	1.1
COc1cccc(-c2nc(CS(=O)(=O)CC(=O)NC3CCCc4ccccc43)c(C)o2)c1 (centres undefined)	3.3	-9	-0.6	0.6	-0.6	-2	-0.3	-13	-6	-1	2.9
C=CCOC(=O)N1CCC2CC1c1cc(-c3cccc(C)c3)ccc12 (centres undefined)	1.0	4	-0.3	-1.8	-1.9	5	1.0	-3	6	2	-2.1
COc1cc(NC(=O)CCCOc2ccc(Cl)cc2Cl)c(C(=O)O)cc1OC	-1.1	1	-1.1	-1.9	-1.1	-8	0.1	0	-7	-2	1.1
COc1cccc(C(=O)NCC(=O)OCC(=O)c2ccccc2)c1	1.2	1	0.2	3.3	0.4	2	0.2	-1	2	0	1.1
CCN(CC)c1cccc(OCC(=O)N2c3ccccc3CC2C)c1 (centres undefined)	-1.6	-1	-1.3	-0.3	-0.1	-5	-0.8	-1	11	0	0.6
COc1ccc(C(=O)Nc2ccc(OCC(=O)N3CCOCC3)cc2)c(OC)c1OC	1.5	-1	0.1	0.9	0.7	-7	0.0	1	-3	-1	-0.7
Cc1nc2ccc(NC(=O)c3ccc(=O)[nH]c3)cc2s1	-0.6	-3	-1.1	-2.2	-0.1	0	0.5	1	5	-4	1.2
Cc1ccc(C(=O)OCC(=O)Nc2c(C)nn(-c3ccccc3)c2C)c(O)c1	0.7	1	-0.4	-0.8	1.0	-16	0.5	10	10	-4	-0.4
Cc1ccc(SCC(=O)Nc2ccc(-c3nnc(-c4ccco4)o3)cc2)cc1	0.8	2	-0.3	7.0	-0.1	1	-0.5	6	-11	-1	3.6
COC(=O)[C@@]1(C(C)C)N=C(c2cc(OC)c(OC)c(OC)c2)[C@]2(O1)C(=O)Nc1ccccc12	-0.8	-13	0.2	-0.9	-0.3	-11	.	-10	-10	-2	.
CC(=O)c1ccc(NC(=O)C(C)Sc2n[nH]c(-c3cccnc3)n2)cc1 (centres undefined)	1.7	0	-0.7	2.1	0.0	-6	-0.5	-3	0	1	-0.6
Cc1ccc(C2C(C(=O)c3ccco3)=C(O)C(=O)N2c2nnc(C)s2)cc1 (centres undefined)	-0.4	-1	-0.3	2.9	0.8	-3	1.1	0	-10	1	1.5
Cc1ccc(CCN2C(Nc3ccccc3)=NC[C@@H]2C)cc1	-1.1	1	-1.4	-0.9	0.1	1	1.4	-2	-1	1	-0.2
COc1ccccc1OCCn1c(SCC(=O)O)nc2ccccc21	-0.3	-4	-1.4	1.2	-0.3	7	0.4	6	14	-2	0.6
COc1cccc(CC(=O)NCCCSc2ccccc2)c1	0.2	0	-1.1	0.4	-0.3	0	0.7	1	7	0	2.5
Cc1csc(NC(=O)CSc2nsc(SCC(=O)Nc3nc(C)cs3)c2C#N)n1	3.8	5	0.1	18*	3.0	13	1.8	7	-29	5	-0.4
O=c1[nH]c2ccccc2nc1/C=C(\O)c1cccs1	7.8*	10	0.4	10*	1.8	-26	2.4	-10	-4	5	11*
C/C(CC(=O)Nc1cccc(F)c1)=N\NC(=O)c1ccncc1	-1.5	4	-0.9	0.5	0.4	10	-0.4	2	-5	2	0.2
CC(C)(C)C(=O)COc1ccccc1[N+](=O)[O-]	-1.0	2	-1.6	2.4	0.2	1	-1.4	1	2	1	3.5
O=C(COC(=O)/C=C/c1ccccc1)Nc1cccnc1Cl	0.2	2	-0.6	1.8	-3.4	-11	-0.5	-4	11	-3	-1.1
COC(=O)C1C(O)=C(C(C)=N)C(=O)CC1(C)C (centres undefined)	-0.8	6	-1.0	-1.3	-0.4	-4	0.1	1	-1	-2	0.6
O=C(Nc1nc(-c2ccc(S(=O)(=O)N3CCOCC3)cc2)cs1)c1ccccc1	-4.9&-8.8	0&0	-2.0&-2.8	-10.0&-15	-4.8&-3.8	21*!	-6.3&-4.7	4&-2	-11&-12	-5&-5	-3.8&-4.1
O=C(Cc1ccc(Cl)cc1)N1CCN(C(=O)c2ccco2)CC1	-0.4	-1	-1.1	-1.6	-0.5	-1	-1.2	-1	7	-4	1.3
COc1ccc(C(=O)Nc2c(F)c(F)c(F)c(F)c2F)cc1OC	-1.2	3	-1.2	1.9	0.6	-13	.	7	2	1	.
CCOc1ncccc1C(=O)Nc1cc(S(=O)(=O)N2CCCCC2)ccc1Cl	-0.7	3	-1.5	-0.2	-1.9	-7	1.8	7	3	-4	2.3
CCOC(=O)N1CCN(C(=O)c2ccc(N(C)S(=O)(=O)c3ccc(C)cc3)cc2)CC1	-3.4	1	-1.3	-1.2	-2.8	-1	-0.5	4	0	-3	-0.1
Cc1ccc(CC(=O)Nc2ccc(F)c([N+](=O)[O-])c2)cc1C	-1.3	-3	-1.3	-3.3	-0.5	2	0.7	3	-4	-3	-0.3
O=C(NC1CCCC1)c1cc(=O)[nH]c2ccccc12	-1.1	0	-0.7	0.0	0.1	-90	0.0	5	2	-1	2.9
Cc1nc(N2CCOCC2)nc(OCCN2CCOCC2)c1[N+](=O)[O-]	-0.8	1	-1.5	-0.6	0.0	-3	-0.7	7	9	-2	1.4
CCCCN(C)Cc1c(C)[nH]c2c(Cl)cccc2c1=O	-4.0	-2	-1.9	-1.4	0.1	-6	0.8	3	8	-3	-0.1
COC(OC)c1nc(SCC(=O)Nc2cccc(Cl)c2)ncc1C(=O)O	-0.5	-1	-0.5	-0.5	0.3	3	2.7	-2	-8	0	3.1
O=C1COc2ccc(S(=O)(=O)N3CCCCCC3)cc2N1	1.4	-2	-0.7	0.2	-0.1	-18	-0.2	0	1	-2	1.6
O=C(OCCOc1cccc(Cl)c1)c1cc(S(=O)(=O)N2CCCCC2)ccc1N1CCOCC1	-0.9	1	-0.5	-2.3	-7.2	-2	-2.0	4	-3	-3	1.3
CCN(CC)c1ccc(C(=O)NNC(=O)c2cccn2C)cc1	2.0	2	0.6	11*	5.1*	-13	4.7*	4	1	5	1.6
CSCCC(NC(=O)OCc1ccccc1)C(=O)O (centres undefined)	-0.3	3	-1.3	1.8	0.3	9	1.9	-2	7	-1	0.2
Cc1ccc(NC(=O)C2Oc3ccccc3OC2C)cc1 (centres undefined)	9.1*	1	0.4	2.1	0.0	-1	0.3	3	0	1	3.3
CC(C)c1ccc(N(C(=O)c2ccc3c(c2)OCO3)C2C=CS(=O)(=O)C2)cc1 (centres undefined)	-1.4	-9	-1.2	2.4	0.2	5	0.2	-13	-2	-1	-1.3
CCOC(=O)[C@]12CCCC3=C1N(CCC3)C(=O)[C@@H](CC(=O)N1CCOCC1)C2	2.2	0	-0.7	-1.5	-0.5	-4	.	4	5	0	.
O=C(COc1ccccc1[N+](=O)[O-])N1CCN(c2ccccn2)CC1	0.1	0	-0.4	0.1	0.2	0	0.2	-2	-7	-2	1.5
CN1CCN(c2nc(-c3ccccc3)nc3c2oc2ccccc23)CC1	0.9	-5	-0.4	3.8	-0.5	3	0.5	-17	-4	2	4.1
CCOc1ccc(C(=O)CC(=O)C(=O)NCCc2ccc(OC)c(OC)c2)cc1	-0.5	2	-0.9	1.4	-0.3	-2	-0.4	-2	7	-2	-0.9
CC1=C(C)CC(C(=O)NCc2cccc(Cl)c2)C(C(=O)O)C1 (centres undefined)	-0.9	-2	-0.9	-0.5	-0.1	1	1.1	10	0	1	-1.6
C=C(C)C(=O)N1CC2(CC(c3cccc(NC(=O)/C=C\C=C/C)c3)=NO2)C[C@H]1C(N)=O (some centres undefined)	-1.1	4	-0.7	0.9	-0.1	6	3.2	-1	0	2	4.9
CSc1ccccc1C(=O)N1CCCC(CCC(=O)NCc2ccc(F)c(F)c2)C1 (centres undefined)	-2.9	3	-1.7	1.2	-0.7	-6	0.3	-1	-6	-1	-1.0
COc1ccc(/C=C2\C(=O)ON=C2c2ccccc2)cc1	-1.1	26	-0.1	1.1	0.4	2	0.5	3	2	2	3.9
Cc1nc(C)c(NC(=O)N2CCc3ccccc32)cc1NC(=O)N1CCc2ccccc21	1.5	-1	-1.1	0.2	-0.3	1	0.7	5	-5	1	0.9

Filtered by structure: the entries above containing four or more nitrogen atoms
SMILES	hcDAF12 agonist	NPR1 activator	ssDAF12 agonist	hgDAF12 agonist	DAX1 inh-1	ADAM10 inh	DAX1 inh-2	NPR2 activator	HGIII-sPLA2 inh	SMARCA2 activ	FXN GAA850 act
CC(=O)c1ccc(NC(=O)C(C)Sc2n[nH]c(-c3cccnc3)n2)cc1 (centres undefined)	1.7	0	-0.7	2.1	0.0	-6	-0.5	-3	0	1	-0.6
Cc1csc(NC(=O)CSc2nsc(SCC(=O)Nc3nc(C)cs3)c2C#N)n1	3.8	5	0.1	18*	3.0	13	1.8	7	-29	5	-0.4
C/C(CC(=O)Nc1cccc(F)c1)=N\NC(=O)c1ccncc1	-1.5	4	-0.9	0.5	0.4	10	-0.4	2	-5	2	0.2
Cc1nc(N2CCOCC2)nc(OCCN2CCOCC2)c1[N+](=O)[O-]	-0.8	1	-1.5	-0.6	0.0	-3	-0.7	7	9	-2	1.4
CCN(CC)c1ccc(C(=O)NNC(=O)c2cccn2C)cc1	2.0	2	0.6	11*	5.1*	-13	4.7*	4	1	5	1.6
O=C(COc1ccccc1[N+](=O)[O-])N1CCN(c2ccccn2)CC1	0.1	0	-0.4	0.1	0.2	0	0.2	-2	-7	-2	1.5
CN1CCN(c2nc(-c3ccccc3)nc3c2oc2ccccc23)CC1	0.9	-5	-0.4	3.8	-0.5	3	0.5	-17	-4	2	4.1
C=C(C)C(=O)N1CC2(CC(c3cccc(NC(=O)/C=C\C=C/C)c3)=NO2)C[C@H]1C(N)=O (some centres undefined)	-1.1	4	-0.7	0.9	-0.1	6	3.2	-1	0	2	4.9
Cc1nc(C)c(NC(=O)N2CCc3ccccc32)cc1NC(=O)N1CCc2ccccc21	1.5	-1	-1.1	0.2	-0.3	1	0.7	5	-5	1	0.9
